Screening results (PubChem)
RGS4 inh: human RGS4 inhibition; P49798; HEK293 M3R/RGS4 inducible, Fluo-4 calcium flux; hits give high values; triggered by carbachol at its EC20; B-score at 10 µM; 310,000 tested, 0.45% active; AID 463165;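 active means B-score, a plate-corrected calcium signal, over three deviations above library mean, with baseline fluorescence within five deviations of library mean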;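 further: RGS4 expression induced by doxycycline in cells with stable M3 receptor; B-score is computed from the integrated fluorescence ratio over baseline after carbachol; higher B-score means a larger calcium signal and so more RGS4 inhibition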
KCNQ1 block: blocks the human KCNQ1 potassium channel. 310,000 tested, 1.3% active. P51787. CHO-K1 KCNQ1, FluxOR thallium flux fluorescence; hits give high values. B-score at 10 µM;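 active means compounds whose thallium flux B-score, printed positive for inhibition, exceeds three library SD while starting fluorescence stays within three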;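 further: channel opened by potassium depolarization with thallium stimulus after 20 min compound exposure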
SKKanGAS inh: SKKanGAS growth inhibition | S. pyogenes SKKanGAS, kanamycin growth, BacTiter-Glo, 6 h | inhibition, % at 7.5 µM | 300,000 tested, 1.3% active | AID 1662;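 active means mean replicate score, as percent of positive control median, at least 50; inconclusive means mean below 50 but one replicate at or above 50; inactive means mean and every replicate below 50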;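 further: strain carries kanamycin resistance gene driven by streptokinase promoter and grows in 40 µg/ml kanamycin; loss of luminescence reflects streptokinase promoter inhibition or plain growth inhibition; 0% = median of DMSO wells and 100% = positive control at its reference dose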
ANO1 block: inhibitors of mouse TMEM16A calcium-activated chloride channel; Q8BHY3; HEK293 TMEM16A/YFP iodide influx fluorescence, ionomycin; normalized B-score (activity score, 25-100; higher = stronger inhibition) at 10 µM; 310,000 tested, 1.2% active;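 active means ratio plate-corrected score three or more library SD toward inhibition, starting fluorescence score within five deviations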;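 further: score derived from kinetic fluorescence span divided by baseline fluorescence per well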
Target sequence (Q8BHY3 whole entry, looked up): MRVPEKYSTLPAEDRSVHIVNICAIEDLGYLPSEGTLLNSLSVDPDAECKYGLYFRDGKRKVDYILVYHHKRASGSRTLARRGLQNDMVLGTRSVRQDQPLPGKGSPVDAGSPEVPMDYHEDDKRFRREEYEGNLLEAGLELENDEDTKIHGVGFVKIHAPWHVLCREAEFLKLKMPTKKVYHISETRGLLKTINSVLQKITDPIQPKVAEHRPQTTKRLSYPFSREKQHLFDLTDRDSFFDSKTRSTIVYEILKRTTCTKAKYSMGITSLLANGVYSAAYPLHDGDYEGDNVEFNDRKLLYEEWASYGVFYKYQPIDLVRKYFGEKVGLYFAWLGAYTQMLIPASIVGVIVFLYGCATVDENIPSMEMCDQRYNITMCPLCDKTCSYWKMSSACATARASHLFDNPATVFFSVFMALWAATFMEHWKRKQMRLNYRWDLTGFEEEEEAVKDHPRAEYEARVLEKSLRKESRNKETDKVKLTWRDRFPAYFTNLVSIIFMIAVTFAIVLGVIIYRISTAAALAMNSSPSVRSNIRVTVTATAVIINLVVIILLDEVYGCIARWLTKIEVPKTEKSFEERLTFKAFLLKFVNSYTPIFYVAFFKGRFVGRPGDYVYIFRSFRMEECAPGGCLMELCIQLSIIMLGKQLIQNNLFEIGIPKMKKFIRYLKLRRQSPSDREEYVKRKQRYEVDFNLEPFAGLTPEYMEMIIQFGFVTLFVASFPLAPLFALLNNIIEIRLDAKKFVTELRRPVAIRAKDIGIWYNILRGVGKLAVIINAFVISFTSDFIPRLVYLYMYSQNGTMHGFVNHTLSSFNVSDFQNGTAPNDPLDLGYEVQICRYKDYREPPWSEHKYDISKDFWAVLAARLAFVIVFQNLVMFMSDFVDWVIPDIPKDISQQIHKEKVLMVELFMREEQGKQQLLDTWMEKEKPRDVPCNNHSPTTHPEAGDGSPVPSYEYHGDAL
KCNK9 inh: blocks the human KCNK9 two-pore domain potassium channel. Q9NPC2. HEK293 KCNK9, FluxOR thallium flux fluorescence; hits give low values. B-score at 10 µM. 310,000 tested, 1.2% active;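 active means ratio B-score over 3 SD below the library mean, with starting fluorescence within 5 SD of its mean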;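 further: negative B-score means less thallium flux so channel inhibition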
TMEM16A act: activators or potentiators of mouse TMEM16A chloride channel; HEK293 TMEM16A/YFP-H148Q/I152L, iodide quench fluorescence; hits give low values; B-score at 10 µM; 340,000 tested, 0.3% active; AID 623877;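 active means fluorescence-ratio B-score plate-corrected deviation score at least 3 library SD below zero, with starting fluorescence score within 5 deviations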;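 further: channel opened by trigger with iodide after compound preincubation; score built on the fluorescence ratio of max minus min over baseline; more negative score means more quench and so TMEM16A activation or potentiation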
KCNK3 inh: human KCNK3 channel inhibition, primary screen | O14649 | CHO-KCNK3 thallium flux, FluxOR fluorescence; hits give low values | B-score at 10 µM | 340,000 tested, 0.84% active;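 active means B-score under library mean minus 4 SD, starting fluorescence ratio at most library mean plus 5 SD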;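 further: more negative B-score means stronger inhibition of thallium flux through KCNK3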
hERG rescue: hERG (human) protection from proarrhythmic block; Q12809; CHO-hERG, FluxOR thallium flux, dofetilide IC70 present; activation (rescue from dofetilide block), less the hit threshold, % at 10 µM; 310,000 tested, 0.51% active;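 active means activation above the mean of controls blocked by dofetilide plus 5 SD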;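 further: thallium influx through hERG after potassium depolarization seen as dye fluorescence rise; in these data hits start at about 4.7%; inactives centre near -7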
HDAC3 inhib: inhibitors of human histone deacetylase 3 | O15379 | recombinant HDAC3, fluorogenic peptide/trypsin coupled, fluorescence | inhibition, % at 8.3 µM | 320,000 tested, 0.15% active; in the data active means inhibition above about 26%, passing the limit was not always enough; inconclusive means no clear call, values can overlap the other calls
RGS4 pot: potentiators or activators of RGS4. HEK293 M3R/inducible RGS4, carbachol calcium flux Fluo4; hits give low values. B-score at 10 µM. 310,000 tested, 0.92% active. AID 463111;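 active means B-score of the integrated calcium signal more than 4 SD below the library mean, with starting fluorescence not abnormally high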;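 further: negative B-score means reduced calcium response which marks RGS4 activation or potentiation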
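Assay system: HEK293 FlpIn-TREx cells, stable M3R, doxycycline-inducible RGS4 / Probe or stimulus: carbachol, ECmax concentration / Times: overnight RGS4 induction, 30 min dye load 37 °C, 20 min compound RT / Signal: kinetic calcium fluorescence imaging with Fluo4-AM dye, 2 µM / Measure: Agonist-evoked peak-minus-minimum fluorescence over baseline, integrated ratio, B score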
KCNQ1 act: potentiators or activators of human KCNQ1 potassium channel; B-score at 10 µM; 310,000 tested, 0.35% active; AID 2648; CHO-K1 KCNQ1, thallium flux FluxOR fluorescence; hits give high values; P51787;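 active means fluorescence ratio B-score, a plate-corrected score, at least three library SD, with initial intensity B-score within 5 SD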
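Material: CHO-K1 cells stably expressing KCNQ1. Medium: assay buffer for compound exposure, DMSO matched across wells. Reagent: K+/Tl+ depolarizing stimulus. Compound dosing: single-concentration screen. Times: 37 °C overnight plating, 90-min dark dye load, 20-min compound pretreatment. Technique: FluxOR Tl+ flux fluorescence.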
* = called active by the depositor; i = inactive; ? = inconclusive; · = not tested or not shown.

SMILES	RGS4 inh	KCNQ1 block	SKKanGAS inh	ANO1 block	KCNK9 inh	TMEM16A act	KCNK3 inh	hERG rescue	HDAC3 inhib	RGS4 pot	KCNQ1 act
CCN(CC)S(=O)(=O)c1ccc(NS(=O)(=O)c2ccc(OC)c([N+](=O)[O-])c2)cc1	i	i	4	i	i	i	i	-8	9	i	i
COCCCNC(=O)Cn1c(=O)oc2cc(S(=O)(=O)N3CC(C)CC(C)C3)ccc21 (stereo not given)	i	i	-3	i	i	i	i	-5	-26	i	i
CCN(CC)C(=S)NC(=O)c1ccc(Cl)cc1Cl	i	i	2	i	i	i	i	13*	4	i	17*
O=S1(=O)N=C(Nc2ccc(N3CCOCC3)cc2)c2ccccc21	i	i	·	i	i	i	i	-5	?	i	i
COc1ccc(Nc2nc(-c3ccccc3)c(C(=O)Nc3cccnc3)s2)cc1	i	i	4	i	i	i	i	-9	0	i	i
COc1ccc(OCCC(=O)OCC(=O)NCc2ccco2)cc1	i	i	-8	i	i	i	i	-4	-1	i	i
O=C(Nc1cccc(Cl)c1)c1ccccc1NC(=O)C1CCCCC1C(=O)O (stereo not given)	i	i	4	i	i	i	i	-6	1	i	i
NNC(=S)NC1CC2CC1C1C=CCC21 (stereo not given)	i	i	16	i	i	i	i	-8	-2	i	i
NC(=O)CC(NC(=O)c1ccccc1)c1ccc(N2CCC(N3CCCC3)CC2)c([N+](=O)[O-])c1 (stereo not given)	i	i	-2	i	i	i	i	-8	1	i	i
Cn1cc(S(=O)(=O)N2CCCC2)cc1C(=O)Nc1cccc(C(F)(F)F)c1	i	i	-3	i	i	i	i	-5	2	i	i
COC(=O)c1ccc(OCC(O)CN(CCO)CC(O)Cn2ccc3ccccc32)cc1 (stereo not given)	i	i	-24	i	i	i	i	-5	1	i	i
CCCC(=O)Nc1nc(C)c(-c2csc(Nc3ccccc3C)n2)s1	i	i	16	i	i	i	i	-10	-2	i	i
O=C(Nc1ccc(N2CCCC2)cc1)c1ccc(Br)o1	i	i	0	i	i	i	i	-7	17	i	i
O=C(Nc1nc2ccc(Cl)cc2s1)c1ccc(N2CCCCC2)c([N+](=O)[O-])c1	i	i	3	i	i	i	i	-5	-1	i	i
CC(=O)C1=C(C)NC(=S)NC1c1cccc([N+](=O)[O-])c1 (stereo not given)	i	i	-7	i	i	i	i	-9	-2	i	i
Cc1occc1-c1nnc(-c2cc([N+](=O)[O-])cc([N+](=O)[O-])c2)o1	i	i	9	i	i	i	i	-12	-1	i	i
N#Cc1ccc(-c2ccc(F)cc2)nc1Sc1ccc(F)cc1	i	i	5	i	i	i	i	-12	-2	i	i
S=C(NC1CCCCC1)N1CCN(Cc2ccccc2)CC1	i	i	20	i	i	i	i	-7	-3	i	i
CCN(CC)C(=O)Cn1cc(S(=O)(=O)CC(=O)Nc2ccc(C(N)=O)cc2)c2ccccc21	i	i	-2	i	i	i	i	-8	-1	i	i
O=C(NC(Cc1c[nH]c2ccccc12)C(=O)N1CCOCC1)c1cccs1 (stereo not given)	i	i	2	i	i	i	i	-6	-6	i	i
CN1CCCN(C(=O)c2cc3c(s2)CCCC3)CC1	i	i	7	i	i	i	i	-8	-1	i	i
CCn1cc(C(=O)NCCC(=O)OC)c(=O)c2cc3c(cc21)OCO3	i	i	6	i	i	i	i	-2	4	i	i
CC(C)N1CCC(NC(=O)Nc2ccccc2)CC1	i	i	-6	i	i	i	i	-5	0	i	i
COc1ccc(S(=O)(=O)N2CCN(C(=O)[C@@H]3CCC(=O)N3C3OC(=O)c4ccccc43)CC2)cc1 (stereo not given in full)	i	i	-6	i	i	i	i	-8	-2	i	i
COc1ccc(CC(NC(C)=O)C(=O)NC2CCN(c3c4c(nc5ncnn35)CCC4)CC2)cc1 (stereo not given)	i	i	2	i	i	i	i	-2	8	i	i
COc1ccccc1OCc1nnc(SCC(=O)NCc2ccco2)n1Cc1ccco1	i	i	-2	i	i	i	i	-14	1	i	i
COc1ccc(CN2C(=O)c3ccccc3C2=O)cc1C(=O)Nc1ccc(C)cc1C	i	i	-4	i	i	i	i	-9	·	i	i
Cc1[nH]c2ccccc2c1C(=O)CNc1nccs1	i	i	-2	i	i	i	i	0	4	i	i
Cc1nnc(N(C)C(=O)c2ccncc2)s1	i	i	-21	i	i	i	i	-17	0	i	i
COc1cccc(/C=C2\C=C(c3ccc(C)cc3)OC2=O)c1OC(C)=O	i	i	3	i	i	i	i	-9	3	i	i
CC(C)(Oc1ccc(Br)cc1)C(=O)N1CCc2ccccc21	i	i	5	i	i	i	i	-8	3	i	i
CCN(C(=O)CSc1nnc(COc2ccccc2F)n1N)C1CCS(=O)(=O)C1 (stereo not given)	i	i	3	i	i	i	i	-10	5	i	i
Cc1ccc(CC2CC(=O)N(c3ccc(C)cc3)C2=O)cc1 (stereo not given)	i	i	-3	i	i	i	i	-24	-1	i	i
Cc1csc(NC(=O)CSc2nnc(C)c(=O)n2N)n1	i	i	-2	i	i	i	i	-11	2	i	i
c1cc2c(cc1Nc1nc(-c3ccc4c(c3)OCO4)cs1)OCCO2	i	i	-12	i	i	i	i	-13	0	i	i
Cc1nc(NC(=O)c2cc(-n3cnnc3)ccc2Cl)ccc1Br	i	i	-9	i	i	i	i	-8	0	i	i
CC(=O)c1ccc(N(C(=O)CNC(=O)c2ccco2)C(C(=O)NC2CCCC2)c2ccco2)cc1 (stereo not given)	i	i	-1	i	i	i	i	-3	-9	i	i
CS(=O)(=O)N(C(=O)NC(=O)NC1CCS(=O)(=O)C1)C1CCCCC1 (stereo not given)	i	i	11	i	i	i	i	-4	1	i	i
O=C(CCl)Nc1sccc1C(=O)c1ccccc1	i	i	-10	i	i	i	i	-9	0	i	i
Cc1ccc2ccc(C(Nc3cccc(C(F)(F)F)c3)c3cccnc3)c(O)c2n1 (stereo not given)	i	i	65*	i	i	i	i	-21	14	i	i
COc1ccccc1C(=O)N/N=C/C(C)=C/c1ccccc1	i	i	-10	i	-10*	i	i	-6	7	i	i
COc1ccc(/C=C/C(=O)c2ccc(OC)cc2O)cc1	6*	i	2	i	i	i	i	-11	-8	i	i
N#Cc1ccccc1NC(=O)CN1CCN(c2ccccn2)CC1	i	i	2	i	i	i	i	-7	1	i	i
CCOC(=O)c1cc(CC)sc1NC(=O)CN1C(=O)C(=O)N(CC(C)C)C1=O	i	i	3	i	i	i	i	-7	5	i	i
CN(c1ccccc1C(=O)Nc1ccc(S(=O)(=O)N2CCOCC2)cc1)S(=O)(=O)c1ccccc1	i	i	0	i	i	i	i	-5	3	i	i
Cc1cccc(Cn2c(Cc3ccccc3)nc3ccccc32)c1	i	i	18	i	i	i	i	-13	10	i	i
COc1ccccc1N(C1=NCCCS1)S(=O)(=O)c1ccc(C(C)(C)C)cc1	i	i	-7	i	i	i	i	-10	0	i	i
CN(CC(=O)Nc1cccc(F)c1)CC(=O)Nc1cccc(S(=O)(=O)N2CCCCCC2)c1	i	i	-2	i	i	i	i	-14	10	-7.7*	i
CCOc1cccc(C(=O)N(Cc2ccc(F)cc2)C2CCS(=O)(=O)C2)c1 (stereo not given)	i	i	-4	i	i	i	i	-10	-2	i	i
O=C(Cn1cc([N+](=O)[O-])cn1)N1CCN(c2ccccc2)CC1	i	i	1	i	i	i	i	-11	8	i	i
O=C(CCN1CCCC1=O)NC1CCCc2c1cnn2-c1ccccc1F (stereo not given)	i	i	0	i	i	i	i	-4	-2	i	i
Cc1cc2[nH]c(=O)c(=O)[nH]c2cc1S(=O)(=O)Nc1ccccc1F	i	i	2	i	i	i	i	-12	·	i	i
COc1ccc(NC(=O)Nc2ccc(OC)cc2)cc1	i	i	0	i	i	i	i	-4	-2	i	i
Cc1nn(C)c(C)c1NC(=O)CCl	i	i	-4	i	i	i	i	1	7	i	i
COc1ccc(CC(C)NS(=O)(=O)c2ccc3c(c2)CCN3S(C)(=O)=O)cc1OC (stereo not given)	i	i	4	i	i	i	i	-2	-1	i	i
Cc1ccc(C(=O)NC(=S)Nc2ccccc2C)cc1	i	i	-6	i	i	i	i	-5	2	i	i
CC[C@@H](C(=O)[C@@H](C)[C@@H](O)[C@H](C)CCc1ccc(C)c(O)c1C(=O)O)[C@H]1O[C@](CC)([C@H]2CC[C@](O)(CC)[C@H](C)O2)C[C@@H]1C	i	i	108*	100*	i	-5.5*	i	65*	10	i	76*
COc1cc(NC(=O)c2cc3ccccc3o2)c(OC)cc1Cl	i	i	-3	i	i	i	i	-7	-16	i	i
CSc1ccc(/C=C/C(=O)c2ccc(NC(=O)C(C)C)cc2)cc1	i	i	11	i	i	i	i	-5	13	i	i
C#CCNC(=O)C1=C[C@@H](C(C)(C)C)C[C@@H](OCc2ccc(CO)cc2)O1	i	i	6	i	i	i	i	-8	-1	i	i
Other entries:
SMILES	RGS4 inh	KCNQ1 block	SKKanGAS inh	ANO1 block	KCNK9 inh	TMEM16A act	KCNK3 inh	hERG rescue	HDAC3 inhib	RGS4 pot	KCNQ1 act
CCCn1c(C2CCCN2c2nc(C)cs2)nc2cc(Cl)c(Cl)cc21 (stereo not given)	i	i	0	i	-9.5*	i	i	-8	4	i	i
CSc1cccc(NC(=O)OC2CCCCCCCCCCC2)c1	i	i	66*	i	i	i	i	-8	9	i	i
CCn1nc(NC(=O)Cc2ccc(OC)cc2)c2cc3cccc(C)c3nc21	i	i	-7	i	i	i	i	-8	1	i	i
O=C(Nc1ccc(N2CCCCC2)cc1)c1ccccc1	i	i	6	i	i	i	i	-1	-1	i	i
COc1ccc(N2CCN(S(=O)(=O)CCNC(=O)COc3ccccc3C)CC2)cc1	i	i	3	i	i	i	i	-12	3	i	i
O=S(=O)(c1ccc(NC(=S)NN=C2CCCCC2)cc1)N1CCOCC1	i	i	1	i	i	i	i	-7	10	i	i
COc1ccc(CCNC(=O)c2ccc(OCC(=O)N3CCOCC3)c(OC)c2)cc1OC	i	i	-4	i	i	i	i	-10	3	i	i

Compounds as they come; about 6.3% have a hit in one of these screens.
